Screening data: PubChem, several laboratories
HSF1 inh: HSF1 inhibition; activity change, negative = inhibition, % at 7.5 µM (by protocol); NIH3T3-HGL HSE-luciferase, MG132-induced, luminescence 8 h; active compounds read low; 300,000 tested, 0.77% active;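 active = more than half of replicate wells show activity change below -50%, luminescence cut by over half; inconclusive = some wells, but at most half, below -50%; inactive = no replicate well below -50%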;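 note: luciferase reports HSF-1 transcriptional activity via heat shock element; 0% = median of DMSO wells and -100% = zero luminescence signal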
GSK3beta inhib: blocks human GSK3beta kinase activity; P49841; activity score (negative = inhibition), % at 10 µM; 300,000 tested, 0.038% active; GST-GSK3beta kinase, ADP-Glo luminescence, 60 min; active compounds read low;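 active = more than half of replicate wells score below -50%, meaning over 50% inhibition versus plate controls; inconclusive = some replicates but at most half score below -50%; inactive = no replicate scores below -50%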;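 note: 0% = median DMSO wells and -100% = median GW8510 positive control wells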
Target sequence (P49841 whole entry, looked up): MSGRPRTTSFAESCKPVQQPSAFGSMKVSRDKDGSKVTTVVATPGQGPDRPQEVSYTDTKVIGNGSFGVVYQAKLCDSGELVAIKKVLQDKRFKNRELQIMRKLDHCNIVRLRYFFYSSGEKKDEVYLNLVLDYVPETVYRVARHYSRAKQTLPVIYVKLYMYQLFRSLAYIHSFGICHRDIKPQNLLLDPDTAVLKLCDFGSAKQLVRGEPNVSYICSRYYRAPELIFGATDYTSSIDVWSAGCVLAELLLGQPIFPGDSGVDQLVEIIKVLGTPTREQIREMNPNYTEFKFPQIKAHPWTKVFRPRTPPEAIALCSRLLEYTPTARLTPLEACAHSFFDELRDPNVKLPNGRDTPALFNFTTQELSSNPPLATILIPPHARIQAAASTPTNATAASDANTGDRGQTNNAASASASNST
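Assay system: GST-fused GSK3beta enzyme, cell-free / Medium: Tris pH 7.5 buffer with MgCl2, DTT, BSA, heparin / Also added: peptide substrate plus 25 µM ATP (final) / Compound: 10 µM single point / Timing: kinase reaction with compound 60 min at room temperature / Detection: ADP-Glo luminescence / Benchmarks: DMSO neutral wells and GW8510 at 20 µM as positive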
AI-2 QS mod: Vibrio harveyi AI-2 quorum sensing modulation. Vibrio harveyi JMH597 AI-2 luminescence/OD600 ratio, 9 h; active compounds read low; strain lacks LuxN and CqsS sensors; 0 = neutral-control median. activity change, % at 7.5 µM. 300,000 tested, 0.4% active; in the data active = activity change below about -75%, passing the limit was not always enough; inconclusive = no clear call, values can overlap the other calls;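 note: luminescence divided by OD600 gain over 9 h not by final OD600 alone; inactives centre near 13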
aSyn 5UTR inh: 5' untranslated region of α-synuclein, MLPCN primary screen | alpha-synuclein 5'UTR reporter, inhibitor activity | inhibition, % (tested at 7.5 µM) | 300,000 tested, 0.82% active | AID 1813; in the data active = inhibition above about 60%; inconclusive = no clear call, values can overlap the other calls;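 note: H4 neuroglioblastoma cells stably carrying SNCA 5'UTR luciferase fusion; 0% = DMSO wells and 100% = positive control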
HIF act: HIF pathway transcriptional activation | U2OS HRE-luciferase reporter, luminescence; normalized: DMSO 0%, desferrioxamine 100% | activation, % at 7.5 µM (by protocol) | 300,000 tested, 0.32% active | AID 1910;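 active = mean activation of at least 10% of the iron chelator positive control signal, with at least half of replicates also reaching 10%; inconclusive = mean and replicate majority disagree about reaching 10%; inactive = mean and most replicates under 10%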
HSP90 refold inh: inhibitors of HSP90 luciferase refolding in rabbit reticulocyte lysate | 290,000 tested, 0.91% active | luciferase refolding luminescence, 3 h | inhibition, % at 5.6 µM | AID 1789;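 active = inhibition above the screen-wide mean plus 3 SD, computed separately per campaign, cut at about 16% in these data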;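 note: 0% = DMSO wells and 100% = 60 µM geldanamycin wells; inhibitors lower the luminescence because luciferase stays unfolded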
KLF5 inh: kruppel-like factor 5 inhibition | 290,000 tested, 0.23% active | inhibition, % at 5 µM | DLD-1 KLF5 promoter-luciferase reporter, luminescence | AID 1700;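 active = inhibition above a per-plate limit of that plate's mean compound inhibition plus 3 SD, cut at about 60% in these data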;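 note: 0% = DMSO wells and 100% = LY294002 at 200 µM; higher means less KLF5 promoter-driven luciferase light; inactives centre near -14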
HSF-1 act: increases HSF-1 driven luciferase reporter signal; NIH3T3-HGL HSF-1 luciferase reporter, MG132, 8 h; 100% = twice DMSO control signal; activation, % at 9 µM; 300,000 tested, 1.7% active; AID 504408;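 active = mean replicate activation of at least 50% with a set share of replicates each reaching 50%; inconclusive = only one of those two conditions met; inactive = mean below 50% and too few replicates reaching it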;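 note: 0% = median of the neutral control wells and 100% = twice that signal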
GSK3A inh: human GSK-3 alpha kinase inhibition; ADP-Glo luminescence, 60 min; 320,000 tested, 0.1% active; inhibition, % at 10 µM; AID 2650;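 in the data active = inhibition above about 50%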;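 note: GST-tagged GSK-3 alpha with peptide substrate and 25 µM ATP; 0% = DMSO neutral wells and 100% = GW8510 positive control wells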
Target sequence (P49840 whole entry, looked up): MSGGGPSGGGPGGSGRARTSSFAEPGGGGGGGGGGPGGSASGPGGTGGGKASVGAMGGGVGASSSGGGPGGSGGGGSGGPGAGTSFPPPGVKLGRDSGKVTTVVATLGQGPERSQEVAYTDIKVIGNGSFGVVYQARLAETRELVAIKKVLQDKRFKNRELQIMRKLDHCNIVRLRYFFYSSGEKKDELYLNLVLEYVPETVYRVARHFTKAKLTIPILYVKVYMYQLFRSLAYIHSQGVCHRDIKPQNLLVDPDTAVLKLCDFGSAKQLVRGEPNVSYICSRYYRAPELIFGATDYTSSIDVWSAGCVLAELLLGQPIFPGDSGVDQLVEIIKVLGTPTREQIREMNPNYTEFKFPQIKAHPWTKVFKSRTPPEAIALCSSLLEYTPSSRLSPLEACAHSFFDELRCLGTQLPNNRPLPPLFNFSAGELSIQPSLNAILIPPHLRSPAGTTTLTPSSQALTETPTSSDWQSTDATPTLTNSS
IEC-6 cytotox: counter-screen for KLF5 inhibitors: cytotoxicity in IEC-6 cells; AID 1825; 290,000 tested, 0.78% active; inhibition, % at 5 µM; IEC-6 cytotoxicity, luminescence viability; in the data active = inhibition above about 22%;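 note: 0% = plate median of test compound wells and 100% = cytotoxic reference compound wells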
Starred values were filed as active, the others as inactive; ? = inconclusive; · = no result given.

SMILES	HSF1 inh	GSK3beta inhib	AI-2 QS mod	aSyn 5UTR inh	HIF act	HSP90 refold inh	KLF5 inh	HSF-1 act	GSK3A inh	IEC-6 cytotox
COc1cc(C(=O)NCC(=O)N/N=C(/C)c2ccc3c(c2)CCCC3)cc(OC)c1OC	-12	-2	18	21	-0.3	0	-9	-11	1	5
COc1cc2c(cc1OC)C(C)N(S(=O)(=O)c1cccs1)CC2 (stereo unspecified)	1	3	10	14	-2.1	-1	-45	3	-1	-5
COC(=O)c1ccc(NS(=O)(=O)c2ccc(-c3cc(C)no3)s2)cc1	-9	-23	26	-10	-0.6	1	-1	17	-1	2
Cc1ccccc1NC1=CC(=O)CC(C)(C)C1	3	1	6	6	-0.5	-4	-31	14	-4	-1
O=c1cc(-c2ccccc2)nc2cc(-c3ccc(Br)cc3)[nH]n12	-6	-2	44	-94	-6.4	1	-64	8	-1	7
CCCS(=O)(=O)N1CCC(C(=O)N2CCCC2)CC1	-3	-1	11	-2	0.2	0	-4	-14	0	-1
CCOC(=O)N1CCN(Cc2nc3cc(NC(C)=O)ccc3n2CC)CC1	6	0	11	-12	-0.4	3	-33	0	-3	-1
COc1ccccc1C1CC(c2cccc(NS(C)(=O)=O)c2)=NN1S(=O)(=O)c1ccccc1 (stereo unspecified)	6	-8	13	23	0.8	2	-6	-8	-7	-6
Cc1cc(NC(C)C)n2c(nc3ccccc32)c1C#N	-4	1	15	18	-0.2	-4	-57	7	0	-1
Cn1nc([N+](=O)[O-])nc1Sc1nnnn1-c1ccc(C(=O)O)cc1	-5	0	13	7	-0.4	-6	15	9	4	-7
Cc1cnc(NS(=O)(=O)c2ccccc2)c(Br)c1	1	3	20	2	0.3	2	-22	0	-2	-1
O=[N+]([O-])c1ccccc1S(=O)(=O)N1CCc2ccccc2C1	5	-25	5	-50	0.5	2	-16	24	2	2
Cc1ccc(C)c(NC(=S)/C(=C(\[O-])c2ccc(OC(F)F)cc2)[n+]2ccccc2)c1	1	2	12	-22	-0.2	4	0	-2	1	-2
CC12CCC(C(=O)N(CSC(=S)N/N=C\c3ccccc3O)C1=O)C2(C)C (stereo unspecified)	-1	4	1	16	-0.1	-2	-27	6	0	1
CC(C)[C@H](NC(=O)c1ccccc1)C(=O)OCC(=O)N1CCN(C(=O)c2ccco2)CC1	-3	2	4	-11	-1.2	0	-22	0	-1	-4
O=C(Cc1cc2ccccc2o1)NCc1ccc(F)cc1	-3	-1	-61	-79	1.4	0	-19	16	0	15
Cc1[nH]c2ccccc2c1C(C[N+](=O)[O-])c1cccc(O)c1 (stereo unspecified)	1	3	-6	7	-0.9	1	-8	-4	1	11
COc1ccc2c(c1)c1ncn(CCc3ccccc3)c(=O)c1n2C	13	0	13	-52	0.8	-4	-26	27	-2	2
CN(C)CCCN(C(=O)c1ccc(Cl)s1)c1nc2cc3c(cc2s1)OCO3	-4	0	14	-3	0.4	-9	-31	6	1	-1
Cc1ccc(C(=O)N2CCN=C2SCc2ccc([N+](=O)[O-])cc2)cc1	9	-1	19	13	-0.6	8	-9	7	-1	2
CC1CN(c2nc3ccccn3c(=O)c2/C=C(\C#N)S(=O)(=O)c2ccccc2)CC(C)O1 (stereo unspecified)	-4	0	1	4	-32	2	-11	0	-8	-5
O=C(c1sc2ccccc2c1Cl)N1CCN(c2ccccc2F)CC1	3	-3	-9	6	0.0	1	-9	19	1	-2
COC(=O)C(Cc1ccc(O)cc1)NC(=O)CCNC(=O)c1ccco1 (stereo unspecified)	-2	0	18	2	0.1	2	-13	-3	-2	2
O=c1[nH][nH]c(C(F)(F)F)c1C=NCc1cccs1	-5	2	19	6	0.0	1	5	-10	4	3
CC(=O)Nc1ccc(NC(=O)C(C)N2CCN(S(=O)(=O)c3ccc(C)cc3)CC2)cc1 (stereo unspecified)	-4	-1	11	-2	-0.6	-1	-11	-8	-2	-7
CCOc1ccc(/C=C/C(=O)Nc2cccc(C(C)=O)c2)cc1	9	-1	21	-151	3.6	-4	-72	15	-2	3
COc1ccccc1C(=O)NC(CCSC)C(=O)NC1CCCCCC1 (stereo unspecified)	-1	-5	12	-6	-1.4	0	-34	-15	1	0
Cc1cc(C)c(C#N)c(SCCS(=O)(=O)c2ccc(Cl)cc2)n1	7	0	20	-35	-0.3	-3	-25	14	0	-3
O=C(Nc1cccc(Cl)c1)OCc1cn(-c2ccc(Cl)cc2)nn1	0	1	20	-7	-0.3	-4	-11	1	-3	-4
COc1cc(S(=O)(=O)N2CCOCC2)ccc1NC(=O)COC(=O)COc1ccccc1	-3	6	8	-10	0.2	3	-20	3	-3	-2
COc1cccc(OC)c1C(=O)Nc1ccccc1C(=O)N1CCCCCC1	-1	0	10	-4	-0.1	-1	-29	-5	-1	-1
COCC(=O)Nc1ccc(OC)c(Cl)c1	-5	1	42	-26	-25	-2	-10	6	-2	2
C=CCn1cc(C(=O)N2CCN(C)CC2)c(=O)c2cc(S(=O)(=O)N(CC)CC)ccc21	-5	0	31	3	1.0	12	-8	-13	-1	-5
O=C(N/N=C/c1c(Cl)cccc1Cl)C(=O)NC1CC1	-8	1	13	-8	-0.5	1	-10	1	0	-2
CC1CCN(S(=O)(=O)c2ccc(-c3nnc(SCc4cccnc4)o3)cc2)CC1	-5	-3	29	-9	-0.3	2	-16	14	-2	2
CC1(C)CC(=O)C2=C(C1)N(Cc1ccco1)C(=O)C2(NC(=O)C1CCCCC1)C(F)(F)F (stereo unspecified)	-3	-1	8	11	-0.1	0	-38	-7	-4	3
COC(=O)c1ccccc1S(=O)(=O)N1Cc2cc([N+](=O)[O-])ccc2Oc2ccccc21	-3	-2	5	-15	-3.1	1	-26	19	-3	0
COc1cccc(N2CC(C(=O)NCc3n[nH]c(=O)c4ccccc34)CC2=O)c1 (stereo unspecified)	-2	0	21	19	3.5	·	·	9	·	·
COC(=O)c1ccc(OC(=O)N2CCOCC2)cc1	6	-1	18	-13	0.2	-3	-39	14	-2	1
CC(=O)N1c2ccc(S(=O)(=O)N3CCCCC3)cc2CC1C(=O)NCc1ccc(N(C)C)cc1 (stereo unspecified)	15	0	15	14	·	2	-51	39	·	5
Cc1ccc(-c2nnn(CC(=O)N(Cc3cccs3)C(C(=O)NC3CCCC3)c3ccco3)n2)o1 (stereo unspecified)	5	-1	25	11	0.6	2	-13	7	-2	4
CC(=O)Nc1ccc(NC(=O)c2ccc(COc3ccccc3Br)o2)cc1	-5	2	3	-17	-4.6	0	-14	-4	-1	-1
COc1ccc(NC(=O)c2cc(-c3cc(OC)c(OC)c(OC)c3)nc3ccccc23)cc1OC	-4	2	36	-56	-0.3	-4	3	-1	5	11
CCc1nn(CCCC(=O)NCc2ccc(C)cc2)c(=O)c2cc3occc3n12	2	3	12	16	0.1	-8	-16	31	1	1
COc1cc(/C=C2\CC/C(=C\c3ccc(OCCO)c(OC)c3)C2=O)ccc1OCCO	-2	-2	30	-5	-0.3	-2	14	14	1	-11
CC(C)(C)c1ccc(C(=O)Oc2ccc3c(c2)OCC3=O)cc1	-39	-1	-10	-7	-0.6	1	19	-45	0	0
CCOCCCNCC(=O)Nc1ccc(S(=O)(=O)NC(C)CC)cc1 (stereo unspecified)	-3	1	12	18	-0.5	7	-11	-6	-2	4
Cc1cc(C)cc(-n2c(O)c(C=NC3CCS(=O)(=O)C3)c3ccccc3c2=O)c1 (stereo unspecified)	2	2	-4	16	-0.9	3	7	13	·	3

At a glance, some entries already given.
SMILES	HSF1 inh	GSK3beta inhib	AI-2 QS mod	aSyn 5UTR inh	HIF act	HSP90 refold inh	KLF5 inh	HSF-1 act	GSK3A inh	IEC-6 cytotox
COC(=O)c1ccccc1S(=O)(=O)N1Cc2cc([N+](=O)[O-])ccc2Oc2ccccc21	-3	-2	5	-15	-3.1	1	-26	19	-3	0
COc1cccc(N2CC(C(=O)NCc3n[nH]c(=O)c4ccccc34)CC2=O)c1 (stereo unspecified)	-2	0	21	19	3.5	·	·	9	·	·

The results go on:
SMILES	HSF1 inh	GSK3beta inhib	AI-2 QS mod	aSyn 5UTR inh	HIF act	HSP90 refold inh	KLF5 inh	HSF-1 act	GSK3A inh	IEC-6 cytotox
CCOC(=O)CCN(c1ccccc1)S(=O)(=O)c1ccc(-c2ccc(=O)[nH]n2)s1	2	0	8	41	-0.1	-5	-35	-3	-1	-10
CCOc1ccccc1NC(=O)COC(=O)c1ccccc1SCC(=O)N1CCCC1	4	0	13	17	0.0	·	·	24	2	·
COc1ccc(CCNC(=O)c2ccc(OC)c(OC)c2)cc1OC	-11	·	·	12	0.0	-1	-32	-6	-2	1
CC1=C(C(=O)N2CCOCC2)C(c2ccsc2)C2=C(CCCC2=O)N1 (stereo unspecified)	-5	0	19	6	0.0	2	-18	-20	0	-6
CCC(=O)Nc1cccc(C(=O)/C=C/c2cc(Br)ccc2OC)c1	-1	0	6	-125	2.3	0	-23	3	0	1
C/C(=N\NC(=O)c1ccccc1)c1ccc(N2CCCCC2)cc1	1	1	10	-86	·	0	-117	24	4	-4
O=[N+]([O-])c1cc(/C=N/Nc2nc3ccccc3[nH]2)c(O)cc1O	247	-5	-63	59	4.2	0	23	305*	2	2
CC(C)OCCCN1C(=O)c2ccccc2C1C(=O)NC1CCCCC1 (stereo unspecified)	-2	5	7	-10	0.0	-2	-24	-4	-1	-1
O=[N+]([O-])c1cccc(-c2nc(-c3cccs3)c(-c3cccs3)[nH]2)c1	-5	0	10	18	0.1	-3	8	-2	-2	3
O=C(O)c1ccc(NC(=S)NC(=O)c2ccc(-c3ccccc3)cc2)cc1	23	-1	?	-97	2.6	-1	-79	24	-2	-3
O=C(NCCc1ccc(Cl)cc1)C1CCN(c2ncccn2)CC1	0	-2	17	4	-0.2	-3	-41	10	-4	-1
C=CCn1c(-c2cc3cccc(OC)c3o2)n[nH]c1=S	1	-5	25	2	-0.7	0	-4	7	-1	-1
COc1ccc(/C=C2/SC(=O)N(NS(=O)(=O)c3ccccc3)C2=S)cc1OC	-9	·	·	27	-0.3	3	-8	-3	-3	-3
COc1ccc(C2c3c(ccc4ccccc34)Oc3ncn4nc(Cc5ccc(OC)c(OC)c5)nc4c32)cc1 (stereo unspecified)	-3	0	24	20	-0.3	0	-19	-6	-5	-4
Cc1ccc(-c2cc(-c3nnc(SCC(=O)NCC(C)C)n3N)c3ccccc3n2)cc1	8	0	11	13	0.8	2	-33	15	0	-1
O=c1[nH]cnc2scc(-c3ccsc3)c12	-6	-1	14	-4	-0.2	-2	-34	2	1	-6
CCN(CC)CCN(Cc1cc2cc3c(cc2[nH]c1=O)OCCO3)C(=S)NCC(C)C	-2	0	-4	-6	0.1	-1	-2	-5	3	3
CCOc1ccc(Oc2ccccc2NC(=O)C2=COCCO2)cc1	-3	3	6	35	-0.2	·	·	-10	-1	·
COc1ccc2oc(C)c(C(=O)c3ccccc3)c2c1	0	-5	8	-10	0.8	·	·	-10	-2	·
